# Screens: PubChem BioAssay, several laboratories
# Mcl1-Bid inh – Mcl-1/Bid binding inhibitors, primary screen, biochemical, TR-FRET, 1536-well | Induced myeloid leukemia cell differentiation protein Mcl-1 (Homo sapiens), Q07820 | TR-FRET Mcl-1/Bid-Dy647 peptide binding | inhibition, % at 21.7 µM | 0.97% of 220,000 active | AID 1021, 2008;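 active means compounds that cut the binding signal by more than half at the single screening dose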;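 further: His-tagged Mcl-1 with europium anti-His antibody binding Bid BH3 peptide; 0% = Mcl-1 plus peptide wells and 100% = peptide-only wells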
# Target sequence (Q07820 whole entry, looked up): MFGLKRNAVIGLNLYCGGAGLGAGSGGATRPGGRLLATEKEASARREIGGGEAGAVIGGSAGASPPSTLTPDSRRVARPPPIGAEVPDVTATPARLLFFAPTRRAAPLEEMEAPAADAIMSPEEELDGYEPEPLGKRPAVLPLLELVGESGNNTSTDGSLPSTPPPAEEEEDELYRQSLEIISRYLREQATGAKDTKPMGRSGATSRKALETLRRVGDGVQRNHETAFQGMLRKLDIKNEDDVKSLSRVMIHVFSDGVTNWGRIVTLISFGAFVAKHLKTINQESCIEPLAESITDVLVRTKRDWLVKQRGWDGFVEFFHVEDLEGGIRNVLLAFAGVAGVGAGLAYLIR
# Mcl1-Noxa inh – Mcl-1/Noxa binding inhibitors, primary screen, biochemical, TR-FRET, 1536-well. TR-FRET Mcl-1/Noxa peptide binding, 2 h. inhibition, % at 21.7 µM. 1.5% of 220,000 active. AID 1022, 2008;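 active means compounds that cut the protein-peptide binding signal by more than 50% relative to plate controls in a single-dose test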;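 further: His-tagged Mcl-1 with rhodamine Noxa BH3 peptide and terbium anti-His antibody; 0% = Mcl-1 plus Noxa peptide wells and 100% = peptide-only wells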
# ABCG2 block – ABCG2 efflux pump inhibitors, primary screen, multiplex with ABCB1, IgMXP3 cells, flow cytometry. Broad substrate specificity ATP-binding cassette transporter ABCG2 (Homo sapiens), Q9UNQ0. JC-1 efflux. inhibition, % at 6.6 µM. 0.1% of 190,000 active;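 active means inhibition above 80%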;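 further: 0% = DMSO and 100% = nicardipine control wells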
# Target sequence (Q9UNQ0 whole entry, looked up): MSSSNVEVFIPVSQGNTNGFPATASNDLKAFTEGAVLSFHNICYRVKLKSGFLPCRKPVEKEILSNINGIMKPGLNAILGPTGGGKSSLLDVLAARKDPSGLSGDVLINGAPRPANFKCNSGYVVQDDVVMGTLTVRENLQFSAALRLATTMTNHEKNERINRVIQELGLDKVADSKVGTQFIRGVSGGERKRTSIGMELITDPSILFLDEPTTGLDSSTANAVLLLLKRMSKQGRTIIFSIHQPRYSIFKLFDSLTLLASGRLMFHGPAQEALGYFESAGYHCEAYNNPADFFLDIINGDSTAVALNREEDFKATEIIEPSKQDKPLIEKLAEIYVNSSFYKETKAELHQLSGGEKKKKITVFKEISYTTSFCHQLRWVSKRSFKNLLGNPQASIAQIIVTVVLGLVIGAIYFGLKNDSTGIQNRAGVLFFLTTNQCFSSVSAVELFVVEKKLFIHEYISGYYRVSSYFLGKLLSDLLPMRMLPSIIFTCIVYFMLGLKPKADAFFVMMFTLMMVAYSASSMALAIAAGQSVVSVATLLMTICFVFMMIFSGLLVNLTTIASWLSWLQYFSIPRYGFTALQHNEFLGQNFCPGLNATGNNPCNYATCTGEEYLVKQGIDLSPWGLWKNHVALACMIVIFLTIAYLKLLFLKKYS
#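 Test system: IgMXP3 (ABCG2) plus far-red-tagged CCRF-Adr (ABCB1) cells. Reagent: JC-1 dye as substrate. Timing: 10 min exposure at 25 °C with rotation, no wash. Measured by: flow cytometric JC-1 green MFI at 530 nm. Read-out: percent efflux inhibition, scaled nicardipine 100% to DMSO 0%. Control set: nicardipine and DMSO wells.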
# ABCB1 block – ABCB1 efflux pump inhibitors, primary screen, cell-based, multiplex, flow cytometry, ABCG2 counter-screen; ATP-dependent translocase ABCB1 (Homo sapiens), P08183; CCRF-Adr cells, JC-1 efflux; inhibition, % at 6.6 µM; 0.067% of 190,000 active; AID 1326, 2008; in the data active means inhibition above about 40%;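 further: 0% = vehicle and 100% = reference inhibitor; higher value means more JC-1 retained so stronger ABCB1 efflux block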
# GSH fluor – compound fluorescence on glutathione beads, profiling panel, artefact control, biophysical, 488/530 nm, flow cytometry | GSH beads flow cytometry, compound fluorescence 488/530 nm; active compounds read high | fluorescence (KMESF) at 10 µM | 0.25% of 190,000 active; in the data active means fluorescence above about 89;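 further: glutathione beads carrying GST-tagged Bcl family fusion proteins plus one bare bead set; values are compound well signal with DMSO vehicle wells as background; inactives centre near 16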
# Pf gamet viab – late stage P. falciparum gametocyte viability inhibitors, primary screen, ATP luminescence, HTS | P. falciparum stage V gametocytes, 24 h | inhibition, % at 10.9 µM | 0.065% of 150,000 active;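 active means inhibition above the mean plus 3 SD of compounds within the control limits, set per campaign, cut at about 38% in these data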;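 further: 0% = DMSO wells and 100% = medium only without gametocytes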
# RGS7-Gao – RGS7-Galphao binding modulators, primary screen, biochemical, multiplexed bead flow cytometry; 0.35% of 220,000 active; binding response (% of control), % at 10 µM; actives lie on both sides; in the data active means binding response below about 49% or above about 150%; inconclusive means no clear call, values can overlap the other calls; inactive means in between;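 further: fluorescent Galphao held in activated GDP-AlF4 state binding bead-coupled RGS7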
# RGS4-Gao reg – modulators of RGS4 binding to Galphao, primary screen, biochemical, multiplexed bead flow cytometry | actives lie on both sides | binding response (% of control), % at 10 µM | 0.33% of 220,000 active | Guanine nucleotide-binding protein G(o) subunit alpha (Homo sapiens), P09471; in the data active means binding response below about 49% or above about 150%; inactive means in between;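 further: fluorescent Galphao activated with aluminum fluoride binding bead-coupled RGS4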
# Avidin bead fluor – green autofluorescence of compounds with avidin beads – biophysical, 488/530 nm, flow cytometry, artefact control, profiling panel; compound fluorescence 488/530 nm; active compounds read high; fluorescence (KMESF) at 10 µM; 0.38% of 220,000 active; AID 1775, 2009; in the data active means fluorescence above about 47; further: inactives centre near 10
# RGS8-Gao reg – RGS8-Galphao binding modulators, primary screen, biochemical, multiplexed bead flow cytometry; Guanine nucleotide-binding protein G(o) subunit alpha (Homo sapiens), P09471; actives lie on both sides; response (percent of control binding), % at 10 µM; 0.34% of 220,000 active; in the data active means response below about 60% or above about 140%; inactive means in between;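 further: Galphao activated as the GDP aluminium fluoride complex binding bead-coupled RGS8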
# Bim-Mcl-1 – inhibitors of Bim peptide binding to Mcl-1, primary screen, biochemical, bead-based flow cytometry, multiplex. Induced myeloid leukemia cell differentiation protein Mcl-1 (Homo sapiens), Q07820. Bim peptide-Mcl-1 binding. 0.1% of 190,000 active. inhibition, % at 10 µM; in the data active means inhibition above about 40%;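 further: 0% = no compound tracer wells and 100% = peptide blocker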
# * = called active by the depositor; ? = inconclusive; / = no result given.
SMILES,Mcl1-Bid inh,Mcl1-Noxa inh,ABCG2 block,ABCB1 block,GSH fluor,Pf gamet viab,RGS7-Gao,RGS4-Gao reg,Avidin bead fluor,RGS8-Gao reg,Bim-Mcl-1
Cc1[nH]nc2c1C(c1ccc(F)cc1)C1=C(CC(C)(C)CC1=O)N2 (centres undefined),-17,-12,2,0.2,31,/,100,102,10,100,-3
CC1CCCCC1NC(=O)COC(=O)Cc1ccc(Br)cc1 (centres undefined),-6,0,4,1.2,16,-19,108,107,16,108,0
Cc1onc(-c2c(Cl)cccc2Cl)c1NC(=O)N(C)N,15,-4,/,/,/,-17,?,135,49*,106,/
CN(Cc1cn(C)nc1-c1ccccc1F)CC1CCCCO1 (centres undefined),-47,3,2,0.2,14,16,46*,74,0,67,-4
Clc1nc(Cl)nc(-c2cn(-c3ccccc3)c3ccccc23)n1,35,28,/,/,/,/,?,96,3,98,/
COc1cc(OC)cc(C(=O)Nc2ccc(CN3CCCCC3)cc2)c1,-12,-9,3,0.1,21,0,?,102,10,100,-1
C=CCSc1nc2ccccc2c(=O)[nH]1,-5,13,3,0.6,26,/,99,97,5,99,-1
O=C(c1ccccc1-n1cccc1)N1N=C(C(F)F)CC1(O)C(F)F (centres undefined),-13,5,2,0.4,9,/,103,104,6,105,-5
Cc1cc(/C(N)=N/OC(=O)c2ccc(Cl)cc2)no1,-29,11,/,/,/,3,?,100,8,100,/
COc1ccc(/C=N/NC(=O)Cn2cc(C(F)(F)F)ccc2=O)cc1,-9,7,3,0.8,18,/,?,100,12,101,0
C/C(=N\Nc1cccc(C(=O)O)c1)c1ccc2c(c1)Nc1ccccc1S2,92*,79*,/,/,/,/,?,99,11,101,/
O=[N+]([O-])c1cccc(-c2nc(-c3ccccc3)c(-c3cccs3)[nH]2)c1,-8,-11,1,-0.1,15,/,104,99,31,101,0
CC(=O)Nc1ccc(S(=O)(=O)Nc2ccc(=O)n(Cc3ccc(Cl)c(Cl)c3)c2)cc1,-35,13,2,0.9,9,5,?,102,12,100,-1
COc1ccccc1-n1cnc2cc(C(=O)NCc3ccco3)ccc21,6,11,4,0.7,34,13,99,93,7,99,1
COc1ccccc1NC(=O)/C(=C\c1cccs1)NC(=O)c1ccco1,-16,5,/,/,/,15,?,119,49*,111,/
CCOc1cccc(C2C(C(=O)c3ccco3)=C(O)C(=O)N2Cc2ccncc2)c1 (centres undefined),-65,-14,0,-0.2,8,-1,101,97,7,99,-1
C/C(N)=C(/C#N)C(=O)COC(=O)c1cc(-c2ccc(Br)cc2)nc2ccccc12,-5,3,1,0.0,12,-25,95,91,5,97,-2
Cc1cccc(NC(=O)CSc2nnc(CNC(=O)c3ccc(S(=O)(=O)N(C)C)cc3)n2-c2ccccc2)c1,-6,0,-1,-0.4,10,-10,111,104,14,103,-2
CCc1c(C)sc(NC(=O)OC)c1C(=O)N1CCOCC1,-52,-3,1,0.1,9,/,97,103,16,103,-2
CCOC(=O)CSc1nc(C)c(Oc2ccc(Cl)cc2Cl)c(=O)[nH]1,-9,12,/,/,/,-4,?,102,8,100,/
Cc1ccccc1NC(=S)NC1CCN(Cc2ccccc2)CC1,-24,19,-3,0.0,10,-16,102,106,11,101,-3
O=C(Nc1cc(Cl)ccc1Oc1ccccc1)c1ccc(F)cc1,-29,-4,16,0.6,12,6,101,100,6,99,-2
O=C(Nc1ccc(Br)c(Cl)c1)C1CC1,7,17,5,0.2,14,/,103,106,35,108,-1
O=C(Cn1c(=S)[nH]c2ccccc2c1=O)NCCc1ccccc1,-13,-11,2,0.0,12,/,98,99,22,104,-2
COC(=O)c1ccccc1NC(=O)CSc1n[nH]c(C)n1,-3,-7,4,0.3,33,/,96,99,7,98,/
Cc1cc2cccc(C)c2nc1SCC(=O)NCC1CCCO1 (centres undefined),2,13,13,-0.9,11,8,102,101,9,102,1
O=c1c(Cc2ccc(F)cc2)c(O)ccn1CCc1ccccn1,-26,10,-1,0.0,12,-9,105,102,6,100,0
O=[N+]([O-])c1ccc(O)c(/C=N/NC2=NS(=O)(=O)c3ccccc32)c1,-61,-17,0,-0.1,26,2,103,106,25,104,3
CCCCNC(=O)COC(=O)c1cc(Br)ccc1Cl,-5,-1,2,0.0,18,28,106,104,14,102,-5
COc1cccc(-c2cc(=O)c3cc(NC(=O)c4ccc(N(C)C)cc4)ccc3[nH]2)c1,17,58*,-4,-1.8,19,/,89,79,8,89,0
CN(C)C(=O)c1cc(-c2ccccc2)no1,0,1,5,0.4,15,14,101,95,11,102,0
COc1cc(C2C=C(c3cccs3)Nc3ncnn32)cc(OC)c1OC (centres undefined),-31,5,9,1.6,26,/,96,95,10,94,0
Cc1ccc(SCc2nc(-c3ccccn3)no2)cc1,-36,11,9,-0.6,13,1,95,92,4,93,-6
CC1CCCCN1Cc1c(O)ccc2c(=O)c(-c3nc4ccccc4s3)c(N)oc12 (centres undefined),-39,42,-1,0.1,15,7,95,99,4,100,-21
CCCCNC(=S)N/N=C1\C(=O)c2cccc3cccc1c23,-129,-33,14,-0.5,51,/,108,106,10,103,-1
COc1cc(CC(=O)Nc2sccc2C(N)=O)cc(OC)c1OC,-54,6,0,-0.2,16,-6,100,104,12,102,-3
CCCCCCC(=O)c1c(C)[nH]c(C(=O)OCC)c1C,-3,-21,2,-0.1,32,19,121,120,11,/,2
CCN(CC(=O)NC1CCCC1)S(=O)(=O)c1ccc(C)cc1,-4,13,0,0.3,25,/,99,99,18,100,-2
NC(=O)CC(NC(=O)Cc1ccc(Cl)cc1)c1ccc(NCC2CC2)c([N+](=O)[O-])c1 (centres undefined),-38,3,/,/,/,-15,?,96,9,101,/
O=C(NCCCN1CCOCC1)c1cc(-c2ccc3c(c2)OCO3)nc2ccccc12,-21,28,4,0.9,19,/,101,98,6,92,1
CS(=O)(=O)Nc1ccc(C(=O)NC2CC3CCC2C3)cc1 (centres undefined),5,6,3,0.8,11,-37,101,100,9,102,0
O=C(NCc1ccccn1)c1ccc(Cn2cc(C(F)(F)F)ccc2=O)cc1,-25,6,2,4.3,15,9,?,99,11,100,-2
CCCc1ccc(OCc2ccccc2)c2c(=O)cc(C(=O)OCC)oc12,-3,-1,/,/,/,-10,?,93,8,98,/
CN(C)NC(=O)c1cccc(Cl)c1,-6,9,/,/,/,-25,?,105,9,100,/
CCOC(=O)c1cn(CC)c2ccc(S(=O)(=O)N3CC(C)CC(C)C3)cc2c1=O (centres undefined),54*,8,1,-0.2,10,/,105,106,20,108,0
COC(=O)CCn1c(C)cc(C(=O)COc2ccccc2C(N)=O)c1C,-39,10,2,0.5,18,-13,100,99,24,100,5
Cc1cc(NC(=O)C2C3C(=O)N(Cc4ccc(Cl)cc4)C(C(=O)NC(C)(C)C)C34C=CC2(C)O4)no1 (centres undefined),-12,-1,0,0.0,12,/,100,101,34,100,-4
O=C(NCCCn1ccnc1)C(=O)NCC1OCCN1S(=O)(=O)c1ccc2c(c1)OCCO2 (centres undefined),-12,-7,/,/,/,-32,?,101,8,102,/
CS(=O)(=O)N(CC(=O)NCc1ccc(Cl)cc1)C1CCCCC1,-10,-9,-1,-0.1,64,/,103,101,7,104,-1
O=C(c1ccco1)N1CCN(c2nc3ccsc3c(=O)s2)CC1,2,12,0,-1.8,25,/,97,100,7,98,-2
CCOC(=O)c1cn2cccnc2n1,-26,-2,0,0.1,45,/,102,102,5,102,0
C=CCN1C(=NC(=O)CC)SC2CS(=O)(=O)CC21 (centres undefined),-9,10,3,0.3,18,/,99,99,35,99,0
CCOC(=O)c1nc2nc(C)c(Cl)c(=O)n2[nH]1,6,14,-3,0.0,26,/,101,103,11,103,-6
CC(C)c1nnc(NC(=O)CN2C(=O)c3ccccc3C2=O)s1,-11,2,-1,-0.2,24,-11,103,104,23,100,-4
COc1ccccc1-c1ccc(SCc2cccc(C)c2)nn1,10,13,7,0.7,22,-6,104,99,12,101,1
COc1ccc(Oc2ncccc2[N+](=O)[O-])cc1,-5,6,/,/,/,1,/,108,8,103,/
O=C(c1ccccc1)N(Cc1ccc(F)cc1)C1CCS(=O)(=O)C1 (centres undefined),4,-1,1,0.8,17,4,107,101,17,105,-2
CC(C(=O)Nc1sccc1C(N)=O)N1C(=O)C2CC=CCC2C1=O (centres undefined),-44,10,4,0.3,29,10,94,99,12,105,-4
Cc1cc(C)c2nc(N3CCN(C)CC3)c(C#N)cc2c1,0,13,-1,-2.0,38,5,99,103,5,102,1
COC(=O)Cc1cn(-c2ncc(C(F)(F)F)cc2Cl)c2ccccc12,11,5,2,1.0,10,8,97,99,20,103,-1

# Printed as active in Mcl1-Noxa inh, among the entries above:
Molecule,Mcl1-Bid inh,Mcl1-Noxa inh,ABCG2 block,GSH fluor,RGS7-Gao,RGS4-Gao reg,Avidin bead fluor,RGS8-Gao reg,Bim-Mcl-1
C/C(=N\Nc1cccc(C(=O)O)c1)c1ccc2c(c1)Nc1ccccc1S2,92*,79*,/,/,?,99,11,101,/
COc1cccc(-c2cc(=O)c3cc(NC(=O)c4ccc(N(C)C)cc4)ccc3[nH]2)c1,17,58*,-4,19,89,79,8,89,0

# Next part
SMILES,Mcl1-Bid inh,Mcl1-Noxa inh,ABCG2 block,ABCB1 block,GSH fluor,Pf gamet viab,RGS7-Gao,RGS4-Gao reg,Avidin bead fluor,RGS8-Gao reg,Bim-Mcl-1
COC(=O)C1C(O)=C(C=Nc2ccc3ccccc3c2)C(=O)CC1(C)C (centres undefined),-22,18,7,2.5,13,-14,?,99,12,100,-2
Cc1ccc(Nc2nc(CSc3n[nH]c(N)n3)cs2)cc1,-36,-1,/,/,/,21,?,94,7,91,/
Oc1ccccc1C(Nc1nccs1)c1ccc2cccnc2c1O (centres undefined),-60,-69,/,/,/,3,?,99,5,100,/
CCCCOC(=O)c1ccc(Nc2ccc([N+](=O)[O-])cn2)cc1,-17,9,16,0.5,9,-8,97,102,15,102,-6
CCN(CC)c1cc(Cl)c2nonc2c1N,-21,-5,/,/,/,-14,?,93,7,94,/
CCC(=O)NNC(=O)c1cc(COc2cc(Cl)cc(Cl)c2)on1,2,8,/,/,/,-14,?,96,9,99,/
S=C1NCN(Cc2cccnc2)CN1Cc1ccccc1,-49,24,/,/,/,-20,?,99,7,99,/
Cc1ccc(NC=C(S(=O)(=O)c2ccccc2)S(=O)(=O)c2ccccc2)cc1,3,-7,-1,0.6,11,-14,100,97,7,98,6
